CHO-K1 Ca antag: counter-screen for M1 antagonists: effect in parental CHO-K1 cells; ATP-induced calcium, Fluo-8 fluorescence; inhibition, % at 3 µM; 360,000 tested, 0.6% active; AID 602250;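 active means inhibition above a per-plate cutoff, the plate's mean sample inhibition plus 3 SD, cut at about 24% in these data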;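 further: 0% = DMSO plus EC80 ATP and 100% = DMSO alone without ATP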
CHRM4 agonist: CHRM4 agonism in calcium assay. 360,000 tested, 0.14% active. P08173. CHO-K1 hM4/Gqi5, Fluo-8 calcium fluorescence; vehicle 0%, full acetylcholine response 100%. activation, % at 3 µM;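 active means activation above the run mean over all test wells plus 3 SD, cut at about 32% in these data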;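 further: peak over basal fluorescence ratio per well then scaled between controls; 0% = DMSO wells and 100% = acetylcholine at EC100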
Target sequence (P08173 whole entry, looked up): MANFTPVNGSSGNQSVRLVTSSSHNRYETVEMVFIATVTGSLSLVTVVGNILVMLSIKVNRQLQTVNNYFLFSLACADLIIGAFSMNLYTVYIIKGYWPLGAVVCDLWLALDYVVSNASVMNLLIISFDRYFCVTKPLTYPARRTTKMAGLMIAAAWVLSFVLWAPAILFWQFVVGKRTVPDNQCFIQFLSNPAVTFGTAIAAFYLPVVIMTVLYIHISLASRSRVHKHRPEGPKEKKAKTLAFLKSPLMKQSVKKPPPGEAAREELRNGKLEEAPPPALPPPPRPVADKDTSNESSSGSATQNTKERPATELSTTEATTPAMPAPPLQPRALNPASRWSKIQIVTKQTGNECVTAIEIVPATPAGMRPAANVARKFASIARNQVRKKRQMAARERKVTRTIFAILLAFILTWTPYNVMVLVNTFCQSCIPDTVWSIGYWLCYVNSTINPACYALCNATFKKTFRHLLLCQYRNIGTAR
M5 antag: antagonists of human muscarinic M5 receptor (CHRM5); 360,000 tested, 0.59% active; CHO-hM5 cells, Fluo-8 calcium fluorescence, ACh EC80; P08912; inhibition, % at 3 µM;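 active means inhibition above a per-plate cutoff, the mean of that plate's test compounds plus 3 SD, cut at about 27% in these data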;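 further: 0% = acetylcholine EC80 with DMSO and 100% = DMSO without agonist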
Target sequence (P08912 whole entry, looked up): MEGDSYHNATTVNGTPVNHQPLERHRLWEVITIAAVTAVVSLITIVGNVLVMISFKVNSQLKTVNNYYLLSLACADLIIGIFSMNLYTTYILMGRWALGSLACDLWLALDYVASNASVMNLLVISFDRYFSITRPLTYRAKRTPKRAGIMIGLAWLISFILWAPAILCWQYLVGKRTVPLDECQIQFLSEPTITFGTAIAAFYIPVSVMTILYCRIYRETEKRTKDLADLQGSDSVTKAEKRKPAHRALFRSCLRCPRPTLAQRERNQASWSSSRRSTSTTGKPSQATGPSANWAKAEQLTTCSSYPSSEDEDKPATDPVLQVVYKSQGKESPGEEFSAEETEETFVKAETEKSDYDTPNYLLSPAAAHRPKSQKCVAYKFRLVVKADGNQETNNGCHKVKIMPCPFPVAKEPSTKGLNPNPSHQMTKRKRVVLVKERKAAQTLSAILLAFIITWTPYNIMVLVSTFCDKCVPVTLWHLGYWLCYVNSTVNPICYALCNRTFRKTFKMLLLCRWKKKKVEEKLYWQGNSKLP
CHO-K1 Ca PAM: counter-screen for M1 PAMs: effect in parental CHO-K1 cells. ATP EC20, Fluo-8 calcium fluorescence; 0% at ATP EC20, 100% at ATP max. activation, % at 3 µM. 360,000 tested, 0.02% active;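 active means activation above the run cutoff, the mean activation of all test compounds plus 3 SD, cut at about 40% in these data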;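 further: peak over basal fluorescence ratio in a 140 s read after ATP addition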
CHRM4 antagonist: antagonists of human muscarinic M4 receptor (CHRM4); P08173; CHO-hM4 cells, ACh EC80, Fluo-8 calcium fluorescence; inhibition, % at 3 µM; 360,000 tested, 0.73% active; AID 624125;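 active means inhibition above its plate's cutoff, the mean inhibition of sample wells plus 3 SD, cut at about 27% in these data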;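 further: 0% = acetylcholine EC80 with DMSO and 100% = DMSO without agonist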
M1 ag parental: M1 agonist counterscreen hit in parental CHO-K1 cells. Fluo-8 calcium fluorescence; scaled to maximal ATP response, vehicle zero. activation, % at 3 µM. 360,000 tested, 0.48% active. AID 602248; in the data active means activation above about 15%;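 further: untransfected CHO-K1 host cells lacking M1 receptor as counterscreen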
M5 PAM: positive allosteric modulators of human muscarinic M5 receptor | P08912 | CHO-K1 hM5, Fluo-8 calcium, ACh EC20 PAM; 0% = ACh EC20, 100% = ACh EC100 | activation, % at 3 µM | 360,000 tested, 0.3% active | AID 624038;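 active means activation above the run cutoff, the mean activation of all test compounds plus 3 SD, cut at about 18% in these data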
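Replicates: One well per compound, no replicates | System: Human M5 receptor in CHO-K1 cells | Benchmarks: Low control EC20 acetylcholine (0%), high control EC100 acetylcholine (100%) | Probe or stimulus: Acetylcholine, EC20 level | Times: Fluo-8 loading 80 min at 37 °C plus 30 min room temperature | Signal: Intracellular calcium via Fluo-8 fluorescence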
CHRM4 PAM: CHRM4 positive allosteric modulation; 360,000 tested, 0.4% active; P08173; activation, % at 3 µM; CHO-K1 hM4/Gqi5, Fluo-8 calcium fluorescence, ACh EC20; 0% = ACh EC20, 100% = maximal ACh;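 active means activation above its plate's cutoff, the mean activation of sample wells plus 3 SD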; further: some results filed as inactive read as strong as hits
M5 ag: CHRM5 agonism in calcium assay; CHO-K1 hM5 cells, Fluo-8 calcium fluorescence; 0% DMSO wells, 100% maximal acetylcholine response; activation, % at 3 µM; 360,000 tested, 0.19% active; AID 624037;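 active means activation above the run's mean over test compounds plus 3 SD, cut at about 23% in these data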;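 further: signal is peak over basal fluorescence ratio across the kinetic read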
The depositor's hits bear a star.

SMILES | CHO-K1 Ca antag | CHRM4 agonist | M5 antag | CHO-K1 Ca PAM | CHRM4 antagonist | M1 ag parental | M5 PAM | CHRM4 PAM | M5 ag
Cc1cccc(NC(=O)c2c(C)cc(=O)oc2C)n1 | -2 | 0 | -4 | -12 | 2 | 0.0 | 3 | 3 | 2
Cc1nnc(Sc2cc(NCCO)c([N+](=O)[O-])c3nonc23)s1 | -4 | 1 | 8 | 16 | 6 | 1.2 | -4 | 2 | -3
CCOC(=O)c1c(C)nc(C)c(C(=O)OCC)c1-c1cccc(N)c1 | -14 | 1 | -1 | 9 | -3 | 0.7 | 6 | -4 | -2
O=C(Nc1ccc2c(c1)CCC2)c1c(F)cccc1Cl | -2 | 0 | -2 | 17 | 5 | 0.5 | 2 | -4 | -5
O=C(NCc1ccco1)/C(=C\c1cccs1)NC(=O)c1cccs1 | -17 | 2 | 0 | 20 | -10 | 1.2 | 6 | 6 | 0
O=C1CSC2=NCN(c3ccc4c(c3)OCO4)CN12 | -11 | 0 | -2 | 19 | 9 | 0.6 | 4 | -2 | 2
CCOP(=O)(c1ccccc1)c1nc(-c2ccc(F)cc2)oc1N1CCCCC1 (centres undefined) | -4 | -1 | 6 | 16 | -10 | -0.2 | 3 | 1 | 7
Cc1ccc(CNC(=O)c2oc3ccc(S(=O)(=O)N4CCC5(CC4)OCCO5)cc3c2C)cc1 | 20 | 13 | 22 | -6 | 11 | 3.3 | -23 | -14 | 1
O=S1(=O)CCOC[C@H](Cc2ccccc2)N1Cc1ccccc1Br | -23 | -1 | 4 | 17 | -4 | 0.4 | 3 | 4 | -7
COCCN=c1scc(-c2ccc3c(c2)NC(=O)CO3)n1/N=C(\C)c1ccc(O)cc1 | 4 | 1 | 9 | -8 | 3 | 0.6 | 1 | -7 | 2

Next section; it opens with the two that closed the last part.
SMILES | CHO-K1 Ca antag | CHRM4 agonist | M5 antag | CHO-K1 Ca PAM | CHRM4 antagonist | M1 ag parental | M5 PAM | CHRM4 PAM | M5 ag
O=S1(=O)CCOC[C@H](Cc2ccccc2)N1Cc1ccccc1Br | -23 | -1 | 4 | 17 | -4 | 0.4 | 3 | 4 | -7
COCCN=c1scc(-c2ccc3c(c2)NC(=O)CO3)n1/N=C(\C)c1ccc(O)cc1 | 4 | 1 | 9 | -8 | 3 | 0.6 | 1 | -7 | 2
COc1ccc(NC(=O)c2ccc(-c3ccc([N+](=O)[O-])cc3)o2)cc1 | -12 | 4 | 4 | 14 | -5 | 1.9 | -2 | 16 | -4
O=C(O)CCC(=O)Nc1ccc2c(c1)Cc1cc(NC(=O)CCC(=O)O)ccc1-2 | -6 | 0 | 0 | 15 | -1 | 0.3 | 1 | 4 | -2
O=C(COC(=O)Cc1ccccc1F)Nc1ccc(F)cc1F | -7 | 1 | 6 | -2 | -3 | 1.0 | -5 | -4 | -2
O=C(Nc1ccccc1Cl)c1ccc2nsnc2c1 | 4 | 1 | 2 | 17 | -3 | -0.2 | -1 | 2 | -3
O=C(O)CCCC(=O)Nc1nc(-c2ccc(F)cc2)cs1 | -5 | 0 | -1 | 9 | -1 | 0.1 | -1 | -2 | -1
Cn1c(=O)c(C(=O)NCc2ccc(Cl)cc2)c(O)c2ccccc21 | -3 | 1 | 5 | 10 | -7 | 0.1 | 3 | 3 | 0
CCC(C)(C)NC(=O)C(c1ccc(C)cc1)N(Cc1ccco1)C(=O)CCC(=O)Nc1nccs1 (centres undefined) | -12 | 0 | -12 | 17 | 6 | 0.8 | -1 | 4 | -1
O=C(c1ccccc1C(=O)N(c1ccccc1)c1ccccc1)N1CCCCC1 | -12 | 1 | 6 | 6 | 6 | 0.3 | 2 | 16 | -4
COc1cc(NC(=O)C2CCCN(S(=O)(=O)c3ccc4c(c3)CCCN4C(C)=O)C2)cc(OC)c1 (centres undefined) | -3 | 2 | -5 | 6 | 4 | 0.8 | 4 | -2 | -1
Cc1[nH]c(=O)[nH]c(=O)c1S(=O)(=O)N(C)Cc1ccccc1 | 0 | 0 | -1 | 9 | 4 | 0.7 | 2 | 10 | 1
Cc1ccc(CNC(=O)[C@@H](NC(=O)C2CCN(C(=O)[C@@H]3CCCN3)CC2)C(C)C)cc1 | 1 | 1 | 8 | 14 | -12 | -0.2 | 1 | 3 | 0
Fc1ccc(Cn2nnnc2CN2CCc3ccccc3C2)cc1 | -3 | 2 | 2 | 11 | 9 | 0.9 | -6 | -8 | -3
COc1ccc(CCCc2nnc(SCc3nc4ccccc4c(=O)[nH]3)n2C)c(C)c1 | 1 | 0 | 4 | -7 | 5 | 0.0 | -4 | -13 | 1
Cc1ccc(C(=O)Nc2cccnc2)cc1S(=O)(=O)N1CCCCC1 | 2 | 7 | -1 | -3 | 1 | 2.3 | -4 | -1 | -1
O=C(O)CCCCCNc1nc(-c2ccccc2)nc2ccccc12 | -1 | 1 | 15 | 7 | -1 | 0.0 | -2 | 0 | -5
COC(=O)c1ccc(C(=O)NC(=S)Nc2nc3c(s2)CC(C)CC3)cc1 (centres undefined) | -2 | 1 | 5 | 10 | 4 | 0.5 | -6 | -6 | 1
CC(=O)c1c(C)[nH]c(C(=O)NCCc2ccccc2)c1C | -7 | 8 | -2 | 19 | -6 | 4.4 | 1 | 14 | -2
CC(=O)Oc1ccc([N+](=O)[O-])cc1N1C(=O)c2ccccc2C1=O | -4 | 1 | -1 | 11 | 10 | -0.1 | -1 | -2 | 1
COc1cc2[nH]c(O)c(C=O)c2cc1OC | -12 | 1 | 4 | 0 | -3 | 0.2 | 2 | 0 | 0
COc1ccc(N2C(=NC(=O)C3CC3)SC3CS(=O)(=O)CC32)cc1Cl (centres undefined) | -4 | 0 | 18 | 7 | -2 | 1.3 | -5 | 1 | -3
C=CCOn1c(=O)c(-c2ccc(Br)cc2)[n+]([O-])c2ccccc21 | -9 | 1 | -2 | -2 | -8 | 0.2 | 0 | -4 | -2
CCOC(=O)CCC(=O)Nc1ncnc2c1C(c1ccccc1)c1c(ccc3ccccc13)O2 (centres undefined) | -14 | 3 | 13 | -7 | -10 | -0.8 | -5 | 13 | -11
Cc1cccc(CCNC(=O)CC2C(=O)NCCN2Cc2ccc(F)c(F)c2)n1 (centres undefined) | -18 | 0 | 7 | 5 | -18 | 0.3 | 1 | -6 | -3
CCCCC(=O)NC(c1ccccc1Cl)c1ccc2cccnc2c1O (centres undefined) | 7 | -2 | 11 | -11 | 6 | 0.3 | 5 | 1 | -9
O=C(Oc1ccc2ccc(OC(=O)N3CCOCC3)cc2c1)N1CCOCC1 | -8 | 2 | -2 | 16 | -3 | 0.9 | -4 | 6 | 2
Cc1cc(C)n2nc(C(=O)OCC(=O)NNC(=O)c3ccccc3)nc2n1 | -11 | 1 | 7 | 0 | -5 | 0.1 | 1 | -1 | 3
CC(=O)c1cccc(NC(=O)CC(C)n2ccnc2)c1 (centres undefined) | -7 | 0 | 2 | -3 | -7 | 2.0 | 1 | 4 | -4
CCCCCCCCc1nc(=S)[nH][nH]1 | 25* | 0 | -2 | -6 | 8 | 0.0 | 4 | 6 | -3
Cc1c(/C(O)=C2\C(=O)C(=O)N(CCN(C)C)C2c2ccco2)cnn1-c1ccccc1 (centres undefined) | 13 | 1 | 5 | -5 | 13 | 0.1 | 12 | 6 | 2
O=C(NNC(=O)c1cccc(S(=O)(=O)N2CCc3ccccc32)c1)c1ccccc1 | 19 | 13 | 14 | -12 | 9 | 12 | -18 | -7 | 8

Some of these compounds in order of their number in CHRM4 PAM, low to high:
| SMILES | CHRM4 PAM |
| --- | --- |
| O=C(COC(=O)Cc1ccccc1F)Nc1ccc(F)cc1F | -4 |
| Cc1cccc(NC(=O)c2c(C)cc(=O)oc2C)n1 | 3 |
| O=C(O)CCC(=O)Nc1ccc2c(c1)Cc1cc(NC(=O)CCC(=O)O)ccc1-2 | 4 |
| O=C(NCc1ccco1)/C(=C\c1cccs1)NC(=O)c1cccs1 | 6 |
| Cc1[nH]c(=O)[nH]c(=O)c1S(=O)(=O)N(C)Cc1ccccc1 | 10 |

New compounds follow.
SMILES | CHO-K1 Ca antag | CHRM4 agonist | M5 antag | CHO-K1 Ca PAM | CHRM4 antagonist | M1 ag parental | M5 PAM | CHRM4 PAM | M5 ag
Cc1cc(/C=C2/SC(=O)NC2=O)c(C)n1-c1ccc(N2CCOCC2)cc1 | -9 | 10 | 6 | 35 | -7 | 12 | -4 | 6 | 13
O=C(COC(=O)c1ccc2ccccc2c1O)NCC(F)(F)F | -19 | 3 | 1 | 21 | -1 | 3.8 | 3 | 15 | 3
c1ccc(-c2cc(N3CCOCC3)nc3ccccc23)cc1 | -34 | 7 | 4 | 15 | 5 | 7.0 | -14 | 4 | 2
Cc1ccc([C@H]2C[C@@H](O)[C@H](n3cc(C4CC4)nn3)CN2C(=O)c2cccs2)cc1 | -10 | 2 | -7 | 25 | -2 | 1.3 | 2 | -2 | 1
NC(CCc1ccccc1)c1csc(NC(=O)NCC2CCCCC2)n1 (centres undefined) | -4 | 19 | 1 | 24 | -1 | 3.1 | 6 | 7 | 3
Oc1ccc(/C=N/n2c3ccccc3c3ccccc32)cc1 | -1 | 1 | -5 | 13 | -21 | -0.4 | -1 | 20 | -4
O=c1cnnc(Nc2cccc(F)c2)[nH]1 | -1 | 1 | -3 | 13 | 7 | 0.3 | -2 | 4 | 2
c1ccc(-c2nnc(-c3c[nH]c4ccccc34)nc2-c2ccccc2)cc1 | 11 | 0 | 3 | -8 | -1 | -0.3 | -2 | 3 | -1
Nc1c(-c2cccc(Cl)c2)cnn1-c1cccc(C(F)(F)F)c1 | 2 | 0 | 11 | 19 | 12 | 1.4 | -15 | -21 | -6
O=C(NCc1ccc(F)cc1)c1ccc2c(=O)n3c(nc2c1)CCCCC3 | -7 | 5 | -3 | 8 | -11 | 0.9 | -12 | -3 | -3
COc1cccc(OCC(=O)NNC(=O)c2ccc3ccccc3c2)c1 | -2 | 2 | 2 | -16 | 0 | 0.4 | -2 | -1 | -1
C=CCNC(=O)CN1C(=O)NC(C)(c2ccc(OC)cc2)C1=O (centres undefined) | -3 | 1 | 1 | -14 | -8 | 0.8 | 4 | -1 | -1
O=C(NCCCn1ccnc1)C1CCCN(S(=O)(=O)c2cc(Cl)ccc2Cl)C1 (centres undefined) | -9 | 0 | 11 | 3 | 2 | 0.4 | 5 | -7 | -8
O=C(NCCN1CCOCC1)C1CCC(=O)N1Cc1ccccc1Cl (centres undefined) | -7 | 0 | -3 | 19 | 5 | 0.3 | 0 | 6 | -9
O=C(NC(N1CCOCC1)C(Cl)(Cl)Cl)c1ccc(Br)cc1 (centres undefined) | -7 | 2 | 11 | -2 | 1 | 1.6 | 1 | 0 | 1
COCCN(C(=O)COC(=O)C1(c2ccccc2)CC1)c1c(N)n(CC(C)C)c(=O)[nH]c1=O | 1 | 1 | 1 | 4 | 3 | 0.9 | 2 | 9 | 0
Cc1ccc(OCC(=O)NCCNC(=O)c2ccco2)cc1C | -13 | 0 | 3 | 16 | -2 | 1.2 | 1 | 1 | 0
O=C1c2ccccc2/C(=C\c2ccc3[nH]ccc3c2)N1c1ccccc1 | -14 | 5 | 12 | 23 | 2 | 0.1 | 3 | -3 | 0
CCOc1ccc(C(=O)COC(=O)CC)cc1 | -7 | 1 | 4 | 4 | 5 | 0.0 | -3 | -1 | -4
CC(C)CNS(=O)(=O)c1ccc(CCC(=O)N2CCN(Cc3ccccc3)CC2)cc1 | -4 | 3 | 0 | 9 | -1 | 1.7 | -18 | -9 | -7
CC(=O)N1CCCc2cc(S(=O)(=O)N3CCCC(C)C3)ccc21 (centres undefined) | -15 | 1 | 8 | 15 | 2 | 2.9 | 0 | -2 | -5

Source: PubChem BioAssay
